# Screening results (PubChem)
# ARNT-TACC3 inh = disruptors of human ARNT/TACC3 interaction. 390,000 tested, 0.66% active. inhibition, % at 9.99 µM. AID 623870. Q9Y6A5. AlphaScreen His-ARNT PAS-B/GST-TACC3 binding, luminescence; TACC3 fragment carries E629A point mutation;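 active means mean inhibition of replicates at least 50% and at least half of replicates each reaching 50%; inconclusive means half or more replicates reach 50% but mean below 50%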;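 further: 0% = complete ARNT plus TACC3 wells and 100% = ARNT alone without TACC3; many hits fall short of the cut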
# Cneo AK release = Cryptococcus neoformans lysis via adenylate kinase release. C. neoformans lysis, adenylate kinase release luminescence, 4 h; normalised: neutral wells 0, clomiphene wells 100. 360,000 tested, 0.2% active. lysis activity, % at 15 µM;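 active means mean lysis activity across replicates of at least 80%, whatever share of replicates individually reach that level; inactive means mean lysis activity below 80%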
#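 Material – log-phase Cryptococcus neoformans yeast cells · Input – 5 × 10^6 yeast cells/mL · Medium – fresh YPD growth medium · Doses – single compound concentration per well · Timing – static 4 h at 37 °C with compound, 1 h detection · Detection – adenylate kinase release luminescence · Read-out – signal increase indicating cell lysis · Control set – Clomiphene as positive lysis control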
# Statin myotox sup = suppression of simvastatin myotoxicity; rescue of ATP level, % at 7.49 µM; 330,000 tested, 0.78% active; C2C12 myotubes + simvastatin, ATP luminescence, 48 h; scaled: DMSO 0, geranylgeraniol control 100; AID 602340;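 active means mean ATP rescue above about 67%, or every replicate alone reaching that limit, limit read from the data, passing the limit was not always enough; inconclusive means no clear call, values can overlap the other calls; inactive means mean under the limit and some replicate under it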;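 further: myotubes were challenged with 10 µM simvastatin during compound exposure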
# LGR2 inh = Drosophila LGR2 receptor signaling inhibition; HEK293 LGR2, CRE-luciferase, bursicon-stimulated, 4 h; inhibition, % at 9.99 µM; 380,000 tested, 0.35% active; AID 720647;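 active means drop in luminescence signal, shown as inhibition above about 50% in the replicate tests, limit read from the data, passing the limit was not always enough; inconclusive means probably only some replicates passing the limit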;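 further: agonist challenge used bursicon conditioned medium at about half maximal strength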
# PGC1a acetyl inh = PGC1a acetylation modulation, inhibitor mode; U2OS PGC1a acetylation, AlphaScreen anti-acetyl-lysine; with virally co-expressed GCN5 acetyltransferase; inhibition, % at 15.6 µM; 350,000 tested, 0.17% active; AID 651687;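 active means every replicate shows inhibition of at least 40%; inconclusive means mean inhibition at least 40% but some replicate below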;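 further: 0% = neutral control wells and 100% = positive control wells; some results beyond the cut were filed as inactive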
# PglD inh = inhibitors of Campylobacter jejuni PglD acetyltransferase | purified PglD enzyme, DTNB colorimetric CoA detection | inhibition, % at 12.5 µM | 360,000 tested, 0.098% active; in the data active means inhibition above about 16%, passing the limit was not always enough; inconclusive means no clear call, values can overlap the other calls; further: strong numbers were not always called active
# INS-1E GSIS act = primary screen for activators of insulin secretion dependent on glucose, INS-1E cells, GLuc reporter luminescence | activation, % at 16.6 µM | 370,000 tested, 0.61% active | INS-1E GLuc reporter insulin secretion, 2-3 h;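 active means lowest replicate activation of at least 40%, so every replicate reaches that level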;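 further: 0% = median of neutral control wells and 100% = median of IBMX positive control wells; some compounds called inactive have numbers as strong as hits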
# PAX8 inh HTS = PAX8 transcriptional activity inhibition. RMG-I TPO-luciferase reporter, SteadyGlo, 24 h. inhibition, % at 12.6 µM. 360,000 tested, 1.2% active. AID 652154;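 active means mean replicate inhibition at least 60% with every replicate also reaching 60%; inconclusive means only one of the two criteria is met; inactive means mean below 60% and not all replicates reaching 60%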;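 further: luciferase light reporting Pax8 driven TPO promoter activity; plate controls were median of neutral control wells for no effect and mitoxantrone controls for full effect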
# Numbers without * were called inactive; ? = inconclusive; / = not tested or not shown; & = joins results of further samples. Compounds were not picked by outcome. Share with any hit: about 2.9%.
SMILES,ARNT-TACC3 inh,Cneo AK release,Statin myotox sup,LGR2 inh,PGC1a acetyl inh,PglD inh,INS-1E GSIS act,PAX8 inh HTS
Cc1noc(C)c1NC(=O)Nc1cccc2c1O[C@H](CN(C)C(=O)Nc1ccc3c(c1)OCO3)[C@H](C)CN([C@@H](C)CO)C2=O,9,-5,7,0,-7,-1,-6,-3
CCc1nnc(NC(=O)CSc2nnc(CNc3ccc(C)cc3)n2C)s1,-2,2,-3,-14,0,-3,5,-7
Clc1cccc(-c2ccc(CNCCCN3CCOCC3)o2)c1,-4,/,/,-8,4,/,-2,3
COCCn1c(CN2CCN(C(=O)c3ccco3)CC2)nc2c1c(=O)n(C)c(=O)n2C,/,0,-4,0,-5,5,7,-8
COc1ccc(CN(C)C[C@H]2OCCCC[C@H](C)Oc3ccc(NC(=O)NC(C)C)cc3C(=O)N([C@@H](C)CO)C[C@@H]2C)cc1,-6,-3,42,-6,-14,1,7,-7
CCCN(CC1CC1)c1cc2c(c3c1ccn3C)C1CCC2C1 (stereo unspecified),/,-5,-4,19,-32,2,-13,36
CC(C)[C@H](NC(=O)N1CCn2c1nc1ccccc12)C(=O)NCc1ccccc1Cl,-3,-17,7,5,-4,-3,-18,0
CCC(CC)C(=O)NCCc1cc2ccc(C)cc2[nH]c1=O,-3,-1,-41,23,-3,-2,7,9
Cc1ccc(OCCN2C(=O)c3ccccc3C2=O)c([N+](=O)[O-])c1,-3,/,/,-22,-3,/,-1,-31
O=C(NCCc1ccccc1)C1CCN(c2ncccn2)CC1,1,/,/,-25,-7,/,16,3
O=S(=O)(c1ccc(Cl)cc1)N1CCN(c2nc(C(F)(F)F)nc3ccccc23)CC1,/,6,2,/,1,5,/,9
O=C(Nc1nccs1)NC1CCCCC1,-1,-1,-3,/,0,-1,/,/
CC(C)(C)OC(=O)NCc1ccc(NC(=O)c2nc[nH]c2C(=O)Nc2cc(Br)ccc2F)cc1,/,-2,-13,-4,10,-5,-2,-10
CC(C)=CCc1c(C)nc2ccccc2c1C(=O)O,4,-1,-7,/,-4,-1,/,/
O=c1c(-c2ccc3c(c2)OCCO3)coc2c(CN3CCOCC3)c(O)ccc12,-1,-4,-7,/,4,2,/,/
CC(=O)C1=C(C)Nc2ncnn2C1c1cccc(O)c1 (stereo unspecified),5,1,1,-3,6,-2,23,10
Cc1scc(C(=O)N/N=C/c2ccco2)c1C,1,-2,/,/,/,2,4,/
Cc1ccc(SCc2noc(C(=O)NC(C)C)c2C(=O)O)cc1C,-14,30,11,/,/,7,/,2
Cc1ccccc1C(=O)NC1CCSC1=O (stereo unspecified),-3,1,1,1,-8,12,121*,4
CCCn1nc(C(=O)NNC(=O)c2cccc(C)c2)c2ccccc2c1=O,-1,2,12,-26,1,2,-6,-40
Cc1cc(C)c(S(=O)(=O)Nc2c(C)n(C)n(-c3ccccc3)c2=O)cc1[N+](=O)[O-],-4,4,-3,0,4,1,-2,19
CCOC(=O)Nc1ccc(C)cc1C,/,1,1,/,-14,-2,/,/
COc1ccccc1CNc1cc(C)ccn1,-2,-1,-15,-12,/,-5,3,-19
COc1ccc(/C=C2\C(=O)NCC(=O)N2Cc2ccccc2)cc1,/,18,-20,/,-29,-9,/,/
CCCCN(C(=O)COC(=O)C1(c2ccccc2)CC1)c1c(N)n(CCC)c(=O)[nH]c1=O,/,1,-5,11,-3,-1,/,4
# The listing continues:
SMILES,ARNT-TACC3 inh,Cneo AK release,Statin myotox sup,LGR2 inh,PGC1a acetyl inh,PglD inh,INS-1E GSIS act,PAX8 inh HTS
C=CCn1c(=O)c2ccccc2n2c(SCc3nc4ccccc4s3)nnc12,0,-4,52,/,-6,-4,/,/
NC(=O)CSc1nnc(-c2ccco2)n1N,-9,-3,-4,-8,-4,6,17,/
CC(C)(C)OC(=O)C[C@@H]1C/C=C\C[C@H](CC(=O)NCCO)C(=O)N[C@@H](Cc2ccccc2)COC1=O,2,-2,12,21,/,-2,-3,-7
Cc1ccccc1CN(C)Cc1cc(=O)oc2c(C)c(C)ccc12,-4,1,0,-21,/,-1,93*,1
CCN(CC)C(=O)CN1CCC(c2nc3cc(C)c(C)cc3[nH]2)CC1,-17,-1,-3,12,9,0,12,-11
COc1ccc(NC(=O)C2CCCN2C(=O)NC2CCCCC2)cc1 (stereo unspecified),-5,6,-9,-4,/,-4,-4,2
C[C@H]1CN([C@@H](C)CO)C(=O)c2cc(-c3cccnc3)cnc2O[C@H]1CN(C)S(C)(=O)=O,-1,0,/,-11,6,0,28,/
COc1ccc(-n2c(SC)nc(O)cc2=O)cc1,-1,-1,/,/,-13,1,/,/
Cc1cc(C)c2nc(Cl)c(Cl)nc2c1,-5,1,16,-6,2,-1,0,-8
Cc1ccc(-c2csc(NC(=O)COc3ccc(N(C)S(=O)(=O)c4ccc(C)cc4)cc3)n2)cc1,4,/,/,0,/,/,-2,-4
CCOC(=O)c1cccc(S(=O)(=O)N(CCO)Cc2cc3cc(OC)c(OC)cc3[nH]c2=O)c1,0,0,?,26,9,-3,9,/
O=C(CCc1ccccc1)Nc1ccccc1[N+](=O)[O-],4,/,/,0,/,/,35,-118
Cc1ccc(C2=NS(=O)(=O)N(C)C(C(=O)N(C)C3CCCCC3)=C2)cc1,4,0,-12,4,-8,2,-5,22
O=C(Nc1nnc(C2=COCCO2)o1)c1ccc(Cl)cc1,52*,/,/,-3,/,/,1,0
O=C(c1ccccc1F)N1C[C@@H]2[C@H](c3ccccc31)[C@@H](CO)N2C(=O)c1ccc(F)cc1,0,3,10,-4,-3,0,5,-1
CCOC(=O)C1CCCN(C(=O)c2ccc(-c3ccccc3)cc2)CC1 (stereo unspecified),/,-1,4,-1,/,5,-19,-4
CCOc1ccccc1/C=N\Nc1cnn(Cc2ccccc2)c(=O)c1Cl,-9,/,/,21,/,/,4,6
COc1ccc(NC(=O)Nc2ccc3c(c2)C(=O)N([C@@H](C)CO)C[C@H](C)[C@H](CN(C)C(=O)Nc2ccc4c(c2)OCO4)OCCCC[C@H](C)O3)cc1,25,0,/,18,4,1,6,4
Cc1cc(C(=O)O)ccc1N/C=C1\CCCC(C)C1=O (stereo unspecified),-3,-2,-1,/,4,-8,/,/
O=C(CN1C(=O)NC2(CCCCCC2)C1=O)Nc1ccc(Br)cc1Br,6,-1,1,5,-3,5,-37,17
COc1ccc(NC(=O)Nc2ccc3c(c2)CC(=O)N([C@H](C)CO)C[C@H](C)[C@H](CN(C)S(=O)(=O)c2ccc(OC)cc2)O3)cc1,0,-2,-8,9,0,2,-14,1
O=C(Nc1cccc(-c2cccc(F)c2)c1)C1CCN(Cc2ccc(CO)o2)CC1,4,2,-7,14,6,8,11,-2
CCOc1ccc2c(c1)S/C(=C\c1cccs1)C(=O)N2,-2,-3,1,-75,-3,-6,11,-24
CN(CCNC(=O)Cn1c(=O)sc2ccccc21)Cc1ccccc1,0,0,-13,33,/,3,10,4
COCC(=O)Nc1ccc2c(c1)C(=O)N(C)[C@@H]1CC[C@@H](CC(=O)NCC3CC3)O[C@@H]1CO2,-24,-4,-2,4,3,-1,-3,-9
# Remaining list, next part
SMILES,ARNT-TACC3 inh,Cneo AK release,Statin myotox sup,LGR2 inh,PGC1a acetyl inh,PglD inh,INS-1E GSIS act,PAX8 inh HTS
CC(CSc1n[nH]c(=S)s1)c1ccccc1 (stereo unspecified),20,0,-2,7,8,1,26,9
CN(C)N=Nc1ccc(-c2cn(Cc3ccccc3)cn2)cc1,9,-1,33,-36,/,-4,10,-52
C[C@@H]1CN([C@H](C)CO)C(=O)CCCn2nncc2CO[C@H]1CN(C)Cc1ccc(C(=O)O)cc1,/,1,1,11&4,-7,-3,0&-1,-22
Cc1cc(SCC(=O)c2cccs2)nc2ccccc12,-27,1,3,8,8,0,-22,3
O=C(c1ccco1)n1nc(-c2ccccc2)nc1NCc1ccco1,-4,-1,2,/,-4,-4,/,/
CCOc1ccc(C(=O)Cc2ccccc2)cc1,-9,/,/,-77,/,/,10,-175
C=CC(=O)Nc1ccc(Br)cc1,2,1,4,/,-10,0,/,/
CCC1CCCCN1CCCNC(=O)CN1C(=O)COc2ccc(S(=O)(=O)N3CCC(C)CC3)cc21 (stereo unspecified),-19,0,-9,12,-12,-4,2,12
C1CCc2nnc(C3CC3)n2CC1,-11,/,/,5,5,/,-3,-14
CCOc1ccc(C2C(C(=O)OC)=CN(C(C)c3ccccc3)C=C2C(=O)OC)cc1 (stereo unspecified),-20,3,7,1,/,-3,-12,-13
C[C@H](CO)N1C[C@H](C)[C@@H](CN(C)S(=O)(=O)c2ccccc2)OCc2ccccc2-c2c(n(C)c3ccccc23)C1=O,5,4,/,2,3,7,-10,/
COc1ccc(S(=O)(=O)N2CCCCC2c2cc(C(=O)Nc3ccccc3Cl)no2)cc1 (stereo unspecified),/,0,10,13,-3,-6,8,19
CCc1cc(C(=O)NC2CCCc3c2cnn3-c2ccc(F)cc2F)no1 (stereo unspecified),/,1,-5,-18,/,-2,-25,18
COc1cc(/C=N/n2cc(-c3ccccc3)[nH]c2=S)cc(OC)c1O,9,-1,22,10,21,3,-18,-9
Cc1ncc(C[n+]2csc(C)c2C)c(N)n1,/,/,/,-7,0,/,6,-7
COc1ccccc1NC(=O)c1ccccc1SC,-5,0,16,/,-11,-2,/,/
C[C@@H]1CN([C@H](C)CO)C(=O)c2cc(NC(=O)c3ccncc3)ccc2O[C@@H]1CN(C)S(=O)(=O)c1cn(C)cn1,-15,0,25,-4,4,5,-6,/
COc1cccc(CN(C)C[C@H]2OCc3cn(nn3)CCCC(=O)N([C@H](C)CO)C[C@H]2C)c1,/,/,1,-7,-5,/,1,-12
Clc1cccc(-c2ccc(-c3nc4ccccn4c3NCc3ccccc3)cc2)c1,-3,-9,1,-2,-8,0,/,-21
O=C(c1ccc2[nH]c(=O)c(=O)[nH]c2c1)N1CCN(Cc2ccccc2)CC1,4,-2,-4,12,-15,-1,-3,8
COc1ccc(NC(=O)N(C)C[C@@H]2Oc3ccc(NC(=O)c4ccncc4)cc3C(=O)N([C@H](C)CO)C[C@@H]2C)cc1,-10,-19,-33,-17,-4,-3,5,-16
N#Cc1ccc(-c2csc(NNC(=O)c3ccc(Br)cc3)n2)cc1,-5,/,/,7,9,/,-13,/
COc1ccc(OCc2nnc(SCC(=O)N3CCCC3)o2)cc1,/,-3,7,-28,/,-3,6,-15
CCOC(=O)Cc1csc(NC(=O)COc2c(C)cccc2C)n1,1,/,/,7,/,/,-25,4
COc1ccc(C(=O)Nc2cc(C)ccc2NC(=O)COc2ccccc2)cc1,-36,-2,14,/,35,2,/,/
COc1ccc(C2CC(c3ccccc3)=NN2C(=O)COC(=O)c2nc3nc(C)cc(C)n3n2)cc1 (stereo unspecified),13,/,/,-14,/,/,-23,-8
CCCSc1ccc([C@H]2N[C@@](Cc3ccccc3)(C(=O)OC)[C@H]3C(=O)N(CC)C(=O)[C@@H]23)cc1,12,-2,-17,26,/,6,-2,12
